GPR151 activ: activators of human GPR151 | AID 1508602 | activation, % at 11.2 µM | PathHunter beta-arrestin GPR151 cells, luminescence | Q8TDV0 | 650,000 tested, 1% active; in the data active = activation above about 4.9%;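 also: 0% = median of compound wells and 100% = cells with positive control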
Target sequence (Q8TDV0 whole entry, looked up): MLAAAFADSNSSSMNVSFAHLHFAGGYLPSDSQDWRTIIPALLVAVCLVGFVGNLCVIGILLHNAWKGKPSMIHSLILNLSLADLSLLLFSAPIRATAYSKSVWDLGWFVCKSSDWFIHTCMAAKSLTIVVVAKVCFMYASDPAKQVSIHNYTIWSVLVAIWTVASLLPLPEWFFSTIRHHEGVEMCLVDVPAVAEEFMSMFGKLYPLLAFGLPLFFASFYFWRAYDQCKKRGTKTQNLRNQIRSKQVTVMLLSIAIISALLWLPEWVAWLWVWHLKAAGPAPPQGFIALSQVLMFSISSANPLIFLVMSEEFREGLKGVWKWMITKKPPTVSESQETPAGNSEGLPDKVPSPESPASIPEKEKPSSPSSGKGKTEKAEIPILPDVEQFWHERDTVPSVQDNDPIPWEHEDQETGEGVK
FBW7 activator: human FBW7 E3 ligase activation, primary screen; Q969H0; AlphaScreen FBW7–phospho-cyclin E peptide binding, activator screen; normalized activity (activation), % at 26.1 µM; 650,000 tested, 0.13% active; AID 1259310; in the data active = normalized activity above about 1.9%;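 also: purified mutant Fbw7 with reduced substrate affinity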
Target sequence (Q969H0 whole entry, looked up): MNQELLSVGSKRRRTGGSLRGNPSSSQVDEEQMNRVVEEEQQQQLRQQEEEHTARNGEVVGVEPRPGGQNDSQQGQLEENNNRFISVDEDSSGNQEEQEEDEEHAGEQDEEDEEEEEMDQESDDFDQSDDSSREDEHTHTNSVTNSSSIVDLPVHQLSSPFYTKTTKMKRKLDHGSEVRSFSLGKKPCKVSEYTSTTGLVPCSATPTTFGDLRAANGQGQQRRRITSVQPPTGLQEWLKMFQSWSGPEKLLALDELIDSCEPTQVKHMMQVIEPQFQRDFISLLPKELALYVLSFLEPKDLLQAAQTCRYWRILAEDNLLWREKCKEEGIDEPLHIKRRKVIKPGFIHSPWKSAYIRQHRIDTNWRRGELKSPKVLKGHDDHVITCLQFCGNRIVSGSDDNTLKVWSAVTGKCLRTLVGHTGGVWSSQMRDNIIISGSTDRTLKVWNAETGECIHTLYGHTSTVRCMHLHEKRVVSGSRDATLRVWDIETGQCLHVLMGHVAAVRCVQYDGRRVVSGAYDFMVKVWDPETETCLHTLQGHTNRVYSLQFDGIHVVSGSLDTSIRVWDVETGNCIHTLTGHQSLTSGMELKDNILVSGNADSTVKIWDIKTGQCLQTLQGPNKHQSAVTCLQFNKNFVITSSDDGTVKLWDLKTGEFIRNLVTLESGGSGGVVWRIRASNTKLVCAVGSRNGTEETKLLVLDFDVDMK
TEAD-YAP block: TEAD-YAP interaction inhibition. 640,000 tested, 1.4% active. inhibition, % at 9.12 µM. AID 1259422. HEK-TIYL cells, TEAD-Gal4/YAP UAS-luciferase luminescence; in the data active = inhibition above about 32%;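 also: 0% = median of test compound wells and 100% = reference inhibitor wells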
MITF inh: inhibitors of human MITF. 650,000 tested, 0.91% active. O75030. AlphaScreen MITF homodimerization, bead proximity signal. inhibition, % at 2.6 µM. AID 1259374; in the data active = inhibition above about 50%;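 also: 0% = vehicle wells with protein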
The depositor's hits bear a star; & = joins results of further samples.

Screening COc1cc(/C=C\C(=O)Nc2c3c(nn2-c2ccc(C)cc2C)CSC3)cc(OC)c1OC returned GPR151 activ 0.1, FBW7 activator -0.1, TEAD-YAP block -1.1 and MITF inh 0.8.
`O=S(=O)(c1ccc2c(c1)N(Cc1ccc(Cl)cc1)C1CCCN21)N1CCOCC1` (stereo not given) gave GPR151 activ 0.1, FBW7 activator -0.1, TEAD-YAP block -0.5 and MITF inh 8.6.
CCOc1ccccc1C(=O)NC1(C(F)(F)F)NC(=O)N(C)C1=O (stereo not given) was read as GPR151 activ 0.7, FBW7 activator -0.1, TEAD-YAP block -15.9 and MITF inh -9.0.
COc1ccc(C(=O)N2CCN(c3cccc(C)c3C)CC2)cc1 was read as GPR151 activ 0.7, FBW7 activator -0.1, TEAD-YAP block 1.4 and MITF inh 6.4.
`O=C(c1cccs1)N1CCN(S(=O)(=O)N2CCCCC2)CC1` gave GPR151 activ 1.2, FBW7 activator 0.1, TEAD-YAP block 9.5 and MITF inh -14.2.
`CCCN1C(=O)C2C(C(=O)Nc3cccc(OC)c3)C3C=CC2(O3)C1C(=O)NC1CCCCC1` (stereo not given) gave GPR151 activ -0.2, FBW7 activator -0.1, TEAD-YAP block 3.9 and MITF inh 13.6.
Screening Cc1ccccc1NC(=O)c1csnn1 returned GPR151 activ -0.1, FBW7 activator 0.2, TEAD-YAP block 0.7 and MITF inh 24.1.
COc1cccc(-n2nc(C(=O)NCCCN(C)Cc3ccccc3)c3ccccc3c2=O)c1 was read as GPR151 activ -3.1, FBW7 activator -0.1, TEAD-YAP block 10.6 and MITF inh -5.7.
COc1nc(NC(C)(C)C)nc(Oc2ccc(=O)n(C)n2)n1 was read as GPR151 activ -0.2, FBW7 activator 0.3, TEAD-YAP block -12.8 and MITF inh 8.8.
COc1cccc(NC(=O)CN2CCC(NC(=O)c3cccc(OC)c3)CC2)c1 was read as GPR151 activ -0.2, FBW7 activator -0.1, TEAD-YAP block 3.5 and MITF inh -11.9.
Cc1cc(OCC(=O)N/N=C/c2ccc3c(c2)OCO3)cc(C)c1Cl was read as GPR151 activ 0.5, FBW7 activator 0.6, TEAD-YAP block 7.8 and MITF inh 13.9.
Screening N=c1c2cn[nH]c2nc(SCc2cccc(F)c2)n1-c1ccc(Br)cc1 returned GPR151 activ 1.1, FBW7 activator 0.0, TEAD-YAP block -14.7 and MITF inh -13.7.
Cc1cc(-n2[nH]nnc2=S)ccc1Br was read as GPR151 activ 0.2, FBW7 activator 0.1, TEAD-YAP block -0.9 and MITF inh 0.0.
For COCCn1nnnc1C(c1ccccc1OC)N1CCN(c2cccc(C)c2C)CC1 (stereo not given) the results were GPR151 activ 0.7, FBW7 activator 0.0, TEAD-YAP block -3.8 and MITF inh 4.6.
For O=C(O)C1CCCCC1C(=O)Nc1nc2ccc(Cl)cc2s1 (stereo not given) the results were GPR151 activ 0.2, FBW7 activator 0.2, TEAD-YAP block -29.8 and MITF inh -9.7.
`CCOC(=O)C1CCN(c2c(-c3ccc4c(c3)OCC(=O)N4)c(=O)c2=O)CC1` gave GPR151 activ 3.5, FBW7 activator 0.0, TEAD-YAP block -4.3 and MITF inh 0.4.
For CCc1nc2sc3c(N)ncnc3c2cc1C the results were GPR151 activ 0.6, FBW7 activator -0.1, TEAD-YAP block 2.9 and MITF inh -2.1.
Screening CC(C)(C)c1ccc(C(=O)Nc2ccc(S(N)(=O)=O)cc2)cc1 returned GPR151 activ -0.8, FBW7 activator 0.0, TEAD-YAP block -6.8 and MITF inh -12.4.
`CC(C)(C)c1cc(NC(=O)c2nn3c(C(F)(F)F)cc(-c4ccccc4)nc3c2Br)no1` gave GPR151 activ -1.2, FBW7 activator 0.0, TEAD-YAP block -3.7 and MITF inh -6.2.
For O=c1[nH]c2ccc(S(=O)(=O)Nc3cc(F)ccc3F)cc2s1 the results were GPR151 activ -0.6, FBW7 activator 0.1, TEAD-YAP block 3.3 and MITF inh -5.1.
Screening CC(C)CC1=NN(C(=O)c2cccc([N+](=O)[O-])c2)C(O)(C(F)(F)F)C1 (stereo not given) returned GPR151 activ -1.3, FBW7 activator 1.4, TEAD-YAP block 7.1 and MITF inh 17.2.
For O=C(Nc1nncs1)Oc1ccccc1 the results were GPR151 activ 0.9, FBW7 activator 0.0, TEAD-YAP block 0.5 and MITF inh -39.0.
For N#C/C(=C\c1cccc([N+](=O)[O-])c1)c1nc(-c2ccccc2)cs1 the results were GPR151 activ -0.6, FBW7 activator 0.5, TEAD-YAP block -1.5 and MITF inh 11.7.
Screening O=S(=O)(c1ccc(F)cc1)N1CCN(S(=O)(=O)c2ccc(Cl)cc2)CC1 returned GPR151 activ -0.8, FBW7 activator 0.3, TEAD-YAP block -1.7 and MITF inh 6.9.
`CCN=C1SC(CC(=O)Nc2ccc3c(c2)OCO3)C(=O)N1CC` (stereo not given) gave GPR151 activ 0.3&-0.1, FBW7 activator 0.0&-0.1, TEAD-YAP block 7.6&-6.6 and MITF inh -1.0&28.2.
`O=C(CSc1ccc(-c2ccco2)nn1)Nc1ccc(Cl)c(Cl)c1` gave GPR151 activ -0.4, FBW7 activator -0.1, TEAD-YAP block 7.9 and MITF inh 4.6.
For O=C(O)CC(NCc1cccc(OCc2ccccc2)c1)c1ccc(F)cc1 (stereo not given) the results were GPR151 activ -0.8, FBW7 activator 0.1, TEAD-YAP block 4.6 and MITF inh 5.1.
For Cc1ccc(/C=C(\C#N)c2nc(-c3cc4c(ccc5ccccc54)oc3=O)cs2)cc1 the results were GPR151 activ 0.7, FBW7 activator -0.1, TEAD-YAP block 2.9 and MITF inh 7.3.
Screening COc1ccc(N(C)C(=O)CCS(=O)(=O)c2cccc3nonc23)cc1 returned GPR151 activ -0.4, FBW7 activator -0.1, TEAD-YAP block 5.3 and MITF inh 9.8.
`COc1cccc(-n2cc(C(=O)NCCC(=O)Nc3ccc(OC)c(Cl)c3)c3ccccc3c2=O)c1` gave GPR151 activ 0.2, FBW7 activator 0.1, TEAD-YAP block 7.0 and MITF inh 10.8.
`Nn1c(Nc2ccccc2)nc2ccccc21` gave GPR151 activ -1.9, FBW7 activator 0.1, TEAD-YAP block -55.7 and MITF inh 11.4.
Screening Cc1cccc2nc(COc3ccc(Cl)c4cccnc34)cn12 returned GPR151 activ -1.3, FBW7 activator -0.2, TEAD-YAP block -44.5 and MITF inh 4.4.
`CN(C)C(=O)Nc1ccc(Cl)c(Cl)c1` gave GPR151 activ -0.9, FBW7 activator -0.1, TEAD-YAP block -0.2 and MITF inh 0.5.
For CC1CCN(C(=O)C2CCC(CNS(=O)(=O)c3cccc4cccnc34)CC2)CC1 (stereo not given) the results were GPR151 activ 1.6, FBW7 activator 0.3, TEAD-YAP block -10.6 and MITF inh -2.9.
Screening CCC(Sc1nc2ncccc2[nH]1)C(=O)Nc1cccc(OC)c1 (stereo not given) returned GPR151 activ -2.2, FBW7 activator 0.1, TEAD-YAP block -1.8 and MITF inh 10.6.
`O=C1CSc2ccc([N+](=O)[O-])cc2N1` gave GPR151 activ 0.2, FBW7 activator -0.1, TEAD-YAP block -5.5 and MITF inh -2.5.
`CCOc1cc(C2CC(=O)Nc3cc(C)c(C)cc32)cc(Br)c1O` (stereo not given) gave GPR151 activ -0.4, FBW7 activator 0.1, TEAD-YAP block 2.4 and MITF inh -9.7.
Screening CN1CCCNc2nc3ccccc3nc21 returned GPR151 activ -1.3, FBW7 activator 0.1, TEAD-YAP block -21.9 and MITF inh 7.2.
Screening CCOC(=O)c1[nH]c(C)c(C(=O)OCC(=O)Nc2sc3c(c2C(N)=O)CCCC3)c1C returned GPR151 activ 0.6, FBW7 activator 0.1, TEAD-YAP block -1.5 and MITF inh 7.8.
`Cc1cccc(CN2CCCC(CNS(=O)(=O)N(C)C)C2)n1` (stereo not given) gave GPR151 activ -0.7, FBW7 activator 0.1, TEAD-YAP block 3.7 and MITF inh 19.2.
`N#CC1=C(NC(=O)c2ccccc2)c2ccccc2CC12CCCC2` gave GPR151 activ -0.5, FBW7 activator -0.2, TEAD-YAP block -6.7 and MITF inh -1.6.
For COc1ccc(C=Nc2ccc3ncccc3c2)cc1 the results were GPR151 activ 0.8, FBW7 activator -0.1, TEAD-YAP block -10.7 and MITF inh 6.7.
`O=C(O)CCCC(=O)N1CCCC1c1nc(-c2ccc(Cl)cc2)c2ccccn12` (stereo not given) gave GPR151 activ -1.0, FBW7 activator 0.0, TEAD-YAP block -4.1 and MITF inh -4.7.
`O=C1CSc2ccc(C(=O)NC3CCCCC3)cc2N1` gave GPR151 activ -0.4, FBW7 activator 0.0, TEAD-YAP block -7.4 and MITF inh -12.1.
For CC1=C(C(=O)Nc2ccc(Cl)cc2)C(c2ccco2)C(C#N)=C(SCC(=O)Nc2ccccc2)N1 (stereo not given) the results were GPR151 activ 0.4, FBW7 activator -0.3, TEAD-YAP block 2.0 and MITF inh -2.2.
`N#Cc1ccsc1NC(=O)c1cccc2ccccc12` gave GPR151 activ 0.8, FBW7 activator 0.5, TEAD-YAP block 47.4* and MITF inh -4.8.
For Cn1c(=O)c2c(nc(NCCOCCO)n2Cc2ccc(Cl)cc2Cl)n(C)c1=O the results were GPR151 activ 0.9, FBW7 activator -0.2, TEAD-YAP block -5.1 and MITF inh -10.8.
`CCOC(=O)c1c(NC(=O)COc2ccc(F)cc2F)sc2c1CCCCC2` gave GPR151 activ 0.1, FBW7 activator -0.1, TEAD-YAP block -3.2 and MITF inh 2.7.
Screening C/C(=N\NC(=O)c1ccccc1O)c1ccc(O)cc1 returned GPR151 activ -1.3, FBW7 activator -0.1, TEAD-YAP block -48.8 and MITF inh 4.6.
`COCCn1c(C)cc(/C=C(\C#N)C(=O)OCc2cc(=O)oc3cc(C)ccc23)c1C` gave GPR151 activ 1.6, FBW7 activator 0.0, TEAD-YAP block -1.7 and MITF inh 7.2.
`CCCc1cc(/C(Cc2ccccn2)=N\O)c(O)cc1O` gave GPR151 activ 0.8, FBW7 activator -0.2, TEAD-YAP block -6.1 and MITF inh -2.5.
CCc1ccc(N/N=C(\C#N)c2c(C#N)c(N)nc(N3CCCCC3)c2C#N)cc1 was read as GPR151 activ 1.6, FBW7 activator 0.2, TEAD-YAP block 4.0 and MITF inh 1.7.
Screening CC(=O)c1cccc(NS(=O)(=O)N2CCCCC2)c1 returned GPR151 activ 2.7, FBW7 activator -0.1, TEAD-YAP block -3.0 and MITF inh 7.3.
`Cc1cc(C)c(NC(=O)C(=O)NCC(C)O)c(C)c1` (stereo not given) gave GPR151 activ 0.3, FBW7 activator 0.0, TEAD-YAP block -9.2 and MITF inh -6.8.
Screening CCN(c1cccc(C)c1)S(=O)(=O)c1ccc2[nH]cc(C(=O)N3CC(C)CC(C)C3)c(=O)c2c1 (stereo not given) returned GPR151 activ -0.2, FBW7 activator -0.2, TEAD-YAP block 4.8 and MITF inh 3.7.
Screening Cc1c(C(=O)NC2CCCCC2C)cccc1[N+](=O)[O-] (stereo not given) returned GPR151 activ -0.9, FBW7 activator 0.0, TEAD-YAP block 10.3 and MITF inh 17.9.
`O=C(Oc1ccccc1C(=O)N1CCOCC1)c1ccccc1` gave GPR151 activ 0.5, FBW7 activator 0.1, TEAD-YAP block 9.1 and MITF inh 4.7.
For CCOC(=O)c1ccc(NC(=O)C23CCC(C)(C(=O)C2Br)C3(C)C)cc1 (stereo not given) the results were GPR151 activ -0.8, FBW7 activator 0.0, TEAD-YAP block -6.2 and MITF inh 7.9.
CCCOc1ccc(-c2ccc(-c3noc(-c4ccccc4Br)n3)cc2)cc1 was read as GPR151 activ 0.0, FBW7 activator 0.3, TEAD-YAP block 1.9 and MITF inh 12.9.
For CC1CCN(C(=O)CSc2nc3c(sc(=S)n3Cc3ccco3)c(=O)n2-c2ccccc2)CC1 the results were GPR151 activ -1.0, FBW7 activator -0.2, TEAD-YAP block -26.7 and MITF inh -13.4.

3 compounds already listed, arranged by molecular weight, lowest first.
`Cc1cc(C)c(NC(=O)C(=O)NCC(C)O)c(C)c1` (stereo not given) gave GPR151 activ 0.3, FBW7 activator 0.0, TEAD-YAP block -9.2 and MITF inh -6.8.
CCc1ccc(N/N=C(\C#N)c2c(C#N)c(N)nc(N3CCCCC3)c2C#N)cc1 was read as GPR151 activ 1.6, FBW7 activator 0.2, TEAD-YAP block 4.0 and MITF inh 1.7.
For CC1CCN(C(=O)CSc2nc3c(sc(=S)n3Cc3ccco3)c(=O)n2-c2ccccc2)CC1 the results were GPR151 activ -1.0, FBW7 activator -0.2, TEAD-YAP block -26.7 and MITF inh -13.4.

Additional records follow.
Screening C=CCN(CC=C)C(=O)CCc1nnc(CCc2ccc(OC)cc2)o1 returned GPR151 activ -0.4, FBW7 activator -0.1, TEAD-YAP block -37.7 and MITF inh -1.4.
Cc1c(Cl)cccc1NC(=O)CC(NCc1ccco1)C(=O)O (stereo not given) was read as GPR151 activ 1.1, FBW7 activator -0.1, TEAD-YAP block 2.5 and MITF inh 2.3.
CC(C)c1ccc(NC(=O)CCS(=O)(=O)c2cc3c(cc2Cl)NC(=O)CO3)cc1 was read as GPR151 activ 2.2, FBW7 activator -0.1, TEAD-YAP block 1.8 and MITF inh 9.6.
O=C(NCc1noc2ccccc12)Nc1nccs1 was read as GPR151 activ 0.9, FBW7 activator 0.1, TEAD-YAP block -10.6 and MITF inh 2.4.
For N#C/C(=C\c1ccc(-c2ccc(Cl)c(Cl)c2)o1)c1nn(-c2ccccc2)c(N)c1C#N the results were GPR151 activ 1.6, FBW7 activator 0.1, TEAD-YAP block -6.9 and MITF inh -5.3.

Quoted at random: two compounds from above
For N#C/C(=C\c1ccc(-c2ccc(Cl)c(Cl)c2)o1)c1nn(-c2ccccc2)c(N)c1C#N the results were GPR151 activ 1.6, FBW7 activator 0.1, TEAD-YAP block -6.9 and MITF inh -5.3.
Screening C=CCN(CC=C)C(=O)CCc1nnc(CCc2ccc(OC)cc2)o1 returned GPR151 activ -0.4, FBW7 activator -0.1, TEAD-YAP block -37.7 and MITF inh -1.4.

Screening results as filed in PubChem BioAssay.
